# Compound activity as filed in PubChem.
# VP16 counter = VP16 counterscreen qHTS for inhibitors of ROR gamma transcriptional activity; Potency, µM (doses to about 53.6 µM), without a hit: at the top dose activity, negative = inhibition, usual class: inhibitors; 3.5% of 310,000 active; Drosophila S2 Gal4-VP16 UAS-luciferase, luminescence, 20 h; AID 2546, 2010;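 note: Gal4-VP16 expression switched on by copper sulfate through the metallothionein promoter; % is set by controls: 0 for no effect and ±100 for the full control effect; nearly all actives have a fitted effect of over 50% in size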
# Rab9 promoter act = qHTS Assay for Rab9 Promoter Activators; Potency, µM (top dose mostly 9.22 µM), for the others: at the highest dose activation, negative = inhibition, hits mostly activators; 2.8% of 320,000 active; AID 485297, 2010; Huh7 Rab9 promoter-luciferase reporter, luminescence, 24 h; note: % of control where 0% means no effect; nearly all actives have a fitted effect of over 60% in size
#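 Huh7 reporter line, Rab9 promoter upstream of luciferase. Compound exposure 24 h at 37 °C in reduced-serum medium with 10% FBS. Read-out: luminescence.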
# NPC1 prom act = qHTS Assay for NPC1 Promoter Activators; Huh7 NPC1 promoter luciferase reporter, 24 h; Potency, µM (top dose mostly 9.22 µM), for inactives: at the highest dose activation, most hits filed as activators; 2.4% of 320,000 active; AID 485313, 2010;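 note: % of control where 0% means no effect; nearly all actives have a fitted effect of over 60% in size; reporter is driven by a mutant NPC1 promoter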
#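 Cells: Huh7 expressing luciferase under the NPC1 promoter, 1500/well. Seeded 2 h, compound added, incubated 24 h at 37 °C. Luciferase reagent, 10 min ambient, then luminescence.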
# RORgamma inh = qHTS for inhibitors of ROR gamma transcriptional activity. Drosophila S2 Gal4-RORgamma UAS-luciferase reporter, 20 h. Potency, µM (doses to about 53.6 µM), without a hit: at the top dose activity change, negative = inhibition, most hits filed as inhibitors. AID 2551, 2010. Nuclear receptor ROR-gamma (Mus musculus), P51450. 5.4% of 310,000 active; note: % is set by controls: 0 for no effect and ±100 for the full control effect; nearly all actives have a fitted effect of over 60% in size
# Target sequence (P51450 whole entry, looked up, the tested form may be a part): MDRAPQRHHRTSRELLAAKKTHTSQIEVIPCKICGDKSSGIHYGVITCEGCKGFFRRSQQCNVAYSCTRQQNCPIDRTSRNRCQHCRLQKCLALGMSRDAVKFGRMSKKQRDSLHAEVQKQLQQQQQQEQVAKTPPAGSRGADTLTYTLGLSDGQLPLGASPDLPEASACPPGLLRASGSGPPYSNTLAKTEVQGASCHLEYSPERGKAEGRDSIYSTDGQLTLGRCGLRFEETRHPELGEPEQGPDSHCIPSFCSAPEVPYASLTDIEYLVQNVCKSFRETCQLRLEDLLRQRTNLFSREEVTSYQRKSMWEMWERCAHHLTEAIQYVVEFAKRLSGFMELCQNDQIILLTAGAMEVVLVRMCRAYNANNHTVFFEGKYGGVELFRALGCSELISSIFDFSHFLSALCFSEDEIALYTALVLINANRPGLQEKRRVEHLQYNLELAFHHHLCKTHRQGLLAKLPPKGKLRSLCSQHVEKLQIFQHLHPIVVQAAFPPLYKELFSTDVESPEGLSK
#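 ROR gamma transcriptional activity was tracked as Gal4-UAS luciferase output in stably transfected Drosophila Schneider cells, with compound added 1 hr before 700 uM copper sulfate induction and a 20 hr ambient-temperature incubation.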
# MBNL1 CUG block = qHTS Assay for Inhibitors of MBNL1-poly(CUG) RNA binding; Potency, µM (top dose mostly 57.5 µM), without a hit: at the highest dose activity change, negative = inhibition, most hits filed as inhibitors; Muscleblind-like protein 1 (Homo sapiens), Q9NR56; 0.036% of 280,000 active; AID 2675, 2010; TR-FRET MBNL1-His/biotin-(CUG)12 binding, 665/545 ratio; active = well fitted inhibition curve with a large enough effect in the signal ratio, with a control signal flat, not every such curve was filed as active; inconclusive = small, poorly fitted or top-dose-only effect, or effect the other way, or a change in a side signal; inactive = no such curve, though single readings can be large or run the other way; the % refers to the signal ratio; note: % is set by controls: 0 for no effect and ±100 for the full control effect
# Target sequence (Q9NR56 whole entry, looked up): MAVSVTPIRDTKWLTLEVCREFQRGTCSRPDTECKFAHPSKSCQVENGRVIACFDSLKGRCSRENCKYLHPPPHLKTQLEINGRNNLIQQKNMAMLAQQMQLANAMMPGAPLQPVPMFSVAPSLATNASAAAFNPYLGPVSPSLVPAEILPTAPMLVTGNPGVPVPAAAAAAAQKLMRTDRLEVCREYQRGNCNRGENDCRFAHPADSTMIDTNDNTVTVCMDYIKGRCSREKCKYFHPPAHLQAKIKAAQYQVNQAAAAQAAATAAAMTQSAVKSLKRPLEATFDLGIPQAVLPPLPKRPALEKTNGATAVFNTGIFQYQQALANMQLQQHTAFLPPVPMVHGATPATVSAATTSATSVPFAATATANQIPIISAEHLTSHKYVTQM
#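 MBNL1-His + Biotin-(CUG)12, cpd titration 92 nM–58 uM; Tb anti-His Ab 0.055 ng/ul, SA-XL665 5 nM (final); 60 min RT; ratiometric 665/545 nm, Ex 340 nm; normalized to buffer and full-complex controls.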
# FLuc modulator = qHTS profiling assay for firefly luciferase inhibitor/activator using purifed enzyme and Km concentrations of substrates (counterscreen for miR-21 project). Potency, µM (titrated, usually from 57.5 µM), for inactives: at the top dose activity change, negative = inhibition, usual class: inhibitors. purified FLuc, Km substrates, luminescence inhibition. Luciferin 4-monooxygenase (Photinus pyralis), P08659. 6.9% of 360,000 active. AID 588342, 2011;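 note: plate controls were vehicle for no effect and reference inhibitor for full effect; nearly all actives have a fitted effect of over 55% in size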
#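 Purified P. pyralis luciferase (10nM final) with 10uM D-luciferin and 10uM ATP (Km levels) in 50mM Tris acetate pH 7.5, 10mM Mg acetate, 0.01% Tween-20, 0.05% BSA; qHTS 6-point titration, ~60 µM downward; luminescence read.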
# uPA surface inh = qHTS for Inhibitors of Cell Surface uPA Generation; cell surface uPA generation assay, qHTS; 0.31% of 330,000 active; AID 540303, 2011; Potency, µM (top dose mostly 38.3 µM), without a hit: top-dose activity change, negative = inhibition, hits mostly inhibitors; active = well fitted inhibition curve with a large enough effect; inconclusive = small, poorly fitted or top-dose-only effect; inactive = no such curve, though single readings can be large or run the other way; tested in mouse RAW 264.7 cells; note: % is set by controls: 0 for no effect and ±100 for the full control effect; nearly all actives have a fitted effect of over 55% in size
# BRCA1 expr up = qHTS Assay to Identify Small Molecule Activators of BRCA1 Expression | MCF7-BRCA1-FFLuc reporter, luminescence, 48 h; response scale: scaled: vehicle 0%, 10 µM genistein 100% | 1.1% of 380,000 active | Potency, µM (series often up to 46.1 µM), inactives show top-dose activation, most hits filed as activators; note: nearly all actives have a fitted effect of over 80% in size; some results filed as inactive show a strong effect at the top dose
#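 Activators of BRCA1 expression were detected as increased firefly luciferase luminescence in engineered MCF7 cells after 48 h compound incubation. Signals were scaled to genistein 10 microM as full activation.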
# MLL CXXC-DNA inh = qHTS Fluorescence Polarization Assay for Inhibitors of MLL CXXC domain - DNA interaction; MLL-CXXC / FITC-HOXA9 DNA fluorescence polarization; Potency, µM (titrated, usually from 115 µM), for the others: at the highest dose activity change, negative = inhibition, hits mostly inhibitors; 0.037% of 290,000 active; AID 2662, 2010; active = well fitted inhibition curve with a large enough effect in the polarisation, with a control signal flat, not every such curve was filed as active; inconclusive = small, poorly fitted or top-dose-only effect, or effect the other way, or a change in a side signal; inactive = no such curve, though single readings can be large or run the other way; the % refers to the polarisation
#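 Fluorescence polarization: 7 uM MLL-CXXC (stock) preincubated 5 min with compounds, then 50 nM fluorescein-HOX-A9 DNA (stock) added; 30 min ambient. Buffer 50 mM Tris-HCl pH 7.5, 50 mM NaCl, 1 mM DTT, 0.05% BSA.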
# ELG1 genotoxic = qHTS screen for small molecules that induce genotoxicity in human embryonic kidney (HEK293T) cells expressing luciferase-tagged ELG1; 1.3% of 330,000 active; AID 504466, 2011; HEK293T ELG1-luciferase reporter, luminescence, 16 h; Potency, µM (top dose mostly 46 µM), for inactives: at the highest dose activity change, positive = activation, usual class: activators; note: % of control where 0% means no effect; nearly all actives have a fitted effect of over 60% in size
#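 Luminescence read-out: rising ELG1-luciferase signal, reflecting elevated ELG1 protein under genetic stress, flags genotoxic compounds. Cells were treated for 16 hr at 37 °C before ONE-Glo detection.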
# p53 reactivation = qHTS assay for re-activators of p53 using a Luc reporter; H1299 p53-A138V BP100-luciferase reporter, luminescence, 24 h; 0.063% of 320,000 active; Potency, µM (highest dose often 92.2 µM), for inactives: at the top dose activity change, positive = activation, actives largely listed as activators; AID 504706, 2011; note: % of control where 0% means no effect; nearly all actives have a fitted effect of over 45% in size
#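 p53-null H1299 cells stably carrying temperature-sensitive p53-A138V and a BP100-luciferase reporter were pinned with compounds (4-point, 1:5 series) and held 24 hrs at 37 deg C. Luminescence was read 10 min after detection reagent.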
# An asterisk follows results filed as active; ? = inconclusive; . = no result given; & = joins results of further samples; [ ] = remark or other dose. Unless noted, calls come from the whole dose curve; as a rule, active = well fitted curve in the direction sought with a large enough effect; inconclusive = small, poorly fitted or top-dose-only effect, or another doubt; inactive = no such curve, though single readings can be large; an effect the other way counts as inactive or inconclusive. Potency is the fitted concentration of half-maximal effect. These rows are one share of the data; rates above refer to the full screens.
SMILES,VP16 counter,Rab9 promoter act,NPC1 prom act,RORgamma inh,MBNL1 CUG block,FLuc modulator,uPA surface inh,BRCA1 expr up,MLL CXXC-DNA inh,ELG1 genotoxic,p53 reactivation
COc1ccc(NC(=O)Nc2cc(NC(=O)Nc3ccc(OC)cc3)c(C)nc2C)cc1,-5%,-5%,-2%,-4%,.,0%,-3%,-8%,-2%,2%,-5%
CCCCn1c(SCC(=O)Nc2cc(C)on2)nnc1-c1cccs1,3%,0%,-7%,11%,-11%,1%,-16%,8%,-7%,-4%,-1%
Cc1cc(C(=O)Cn2nnc3ccccc3c2=O)c(C)n1-c1ccccc1F,?,0.4µM*,0.45µM*,?,16%,0.34µM*,-22%,-4%,8%,?,?
N#CC(C(=O)OC1CCCCC1)c1nc2ccccc2nc1N1CCOCC1 (stereo not given),1%,-5%,-16%,-8%,-9%,2%,3%,-18%,4%,-4%,-1%
Cc1cc(C)nc(NC(N)=NCCc2c[nH]c3ccccc23)n1,?,-30%[inhibitor],-19%,-27%,0%,1%,1%,-74%[inhibitor],-1%,-12%,-3%
CC(=O)C1=C(C)N(CC2CC2)C(=O)N[C@H]1c1cccs1,-2%&-1%,0%,-3%,-1%&8%,-17%,2%,-3%,-18%,0%,0%,3%
CCc1ccc(NC(=O)C(=O)NCCN2CCN(S(=O)(=O)c3ccccc3)CC2)cc1,-4%,-1%,0%,-8%,1%,1%,-2%,-4%,0%,16%,0%
O=C(Nc1ccccc1)c1ccncc1,-4%,.,.,-19%,5%,1%,-3%,0%,5%,.,.
COc1ccc(CN=C(NS(=O)(=O)c2cccs2)SC)cc1,-10%,2%,-7%,16%,-4%,5%,-7%,-18%,9%,-4%,0%
O=C(Nc1ccccc1N1CCN(C(=O)c2ccccc2)CC1)c1ccco1,-3%,-4%,-2%,18%,-7%,-1%,3%,-27%,1%,-10%,0%
Cc1ccc(S(=O)(=O)NC(=O)c2ccccc2)cc1C(C)C,4%,0%,-1%,18%,-8%,-10%,1%,-16%,-3%,-1%,-2%
Cc1cc(C(=O)Nc2ccccc2C)n(-c2ccccc2)n1,-6%,-6%,0%,0%,19%,1%,-2%,-10%,-3%,1%,-4%
COc1cccc(-n2nnnc2SCC(=O)Nc2ccc(NC(C)=O)cc2)c1,-9%,14%,-4%,-34%,-8%,0%,2%,-24%,12%,7%,-3%
Cc1cc(Cl)ccc1Oc1ncc(-c2ccc(Cl)cc2)cn1,-3%,-5%,-6%,13%,5%,-16%,-5%,-24%,-9%,-7%,2%
N#CC1(NC(=O)CSc2nnc(COc3ccccc3F)n2N)CCCCC1,.,0%,0%,.,.,0%,-3%,4%,.,-5%,0%
CNS(=O)(=O)c1cccc(C(=O)OCC(=O)c2cc3ccccc3o2)c1,0%,3%,-4%,42%,?,?,-1%,-20%,17%,1%,4%
CC(C)CN(CC(C)C)S(=O)(=O)N1CCC(C(=O)NCc2cccs2)CC1,-1%,-9%,1%,-8%,-8%,0%,7%,2%,-3%,-4%,-4%
CCN(CC)CC(O)c1cccn1-c1ccc(CNC(=O)NC(C)C)cc1 (stereo not given),-2%,13%,12%,3%,-17%,5%,-12%,-10%,9%,0%,0%
CC(=O)Nc1cccc(NC(=O)Cc2nc(-c3ccccc3)sc2-c2ccc(C)cc2)c1,-2%,8%,-3%,?,25%,21µM*,5%,-35%,-3%,3%,23%
COc1ccc(C(=O)CN2C(=O)c3ccccc3C2=O)cc1,4%,27%,?,1%,12%,17µM*,2%,78%,6%,10%,13%
OCCN1CCN(CCSc2ccccc2)CC1,-2%,-6%,4%,13%,-1%,0%,3%,-1%,0%,-33%[inhibitor],?
COCCCn1c(=O)c2ccccc2n(CC(=O)NC2CCCC2)c1=O,-3%,4%,0%,1%,-4%,1%,0%,-19%,3%,-4%,1%
CC(OC(=O)c1ccc(S(=O)(=O)NCc2ccco2)cc1)C(=O)Nc1ccc(Cl)cn1 (stereo not given),-29%,-2%,-1%,?,.,3%,-7%,-5%,8%,-3%,-5%
CC1CCN(C(=O)COC(=O)Cc2ccc(Br)cc2)CC1,0%,4%,-4%,9%,-3%,-1%,10%,-3%,10%,0%,0%
O=[N+]([O-])c1ccc2c(c1)C=C1CCCCC1(N1CCCC1)O2 (stereo not given),2%,15%,-3%,4%,.,1%,1%,7%,2%,2%,-2%
O=S(=O)(c1ccc2nc(Cc3cccc(C(F)(F)F)c3)[nH]c2c1)N1CCOCC1,2%,0%,1%,8%,-8%,3%,11%,-3%,?,-8%,-4%
Cc1ccc([N+](=O)[O-])cc1NC(=O)CN(C(=O)c1ccccc1Cl)C1CCCCC1,-19%,0%,-1%,?,?,-1%,10%,-32%,-1%,-5%,1%
O=c1cc(NCCc2ccccc2)c2ccccc2o1,-22%,?,24%,?,-3%,?,-23%,52%,9%,4%,3%
CN(C)c1ccc(/C=C2\C(=N)N3N=C(CC(=O)N4CCCC4)SC3=NC2=O)cc1Br,2%,1%,1%,-16%,4%,?,2%,16%,43%[activator],-2%,3%
Cc1onc(-c2c(Cl)cccc2Cl)c1C(=O)c1ccc(F)cc1,-14%,-8%,-2%,3%,8%,-2%,-15%,12%,6%,-7%,-6%
O=C(Nc1nnc(S(=O)(=O)N2CCCCCC2)s1)c1ccc(Br)cc1,-3%,1%,-4%,5%,-4%,5%&-13%,13%,3%,2%,-4%,.
O=C(Nc1ccccc1N1CCCCC1)c1ccccc1F,-23%,3%,3%,-15%,1%,-6%,.,0%,-3%,-8%,28%
COc1ccc(N=C2C(=Nc3ccc(OC)cc3)N(c3ccc(OC)cc3)C(=S)N2C(=O)c2ccc(OC)cc2)cc1,-3%,3%,0%,?,-6%,?,2%,?,-4%,0%,?
O=[N+]([O-])c1cc(-c2ncccn2)cs1,-5%,1%,-1%,11%,?,3%,-2%,-2%,-3%,-2%,5%
CCC(=O)Nc1ccc(-c2nnc(SCC(=O)Nc3nccs3)n2C)cc1,-5%,-7%,-1%,-1%,-4%,-9%,2%,7%,4%,0%,7%
O=c1[nH]c(=O)c2cn[nH]c2[nH]1,.,-3%,7%,.,.,2%,0%,11%,.,-6%,3%
Cc1cc(C)cc(OCc2nnc(SCC(=O)N3CCN(c4ccccc4)CC3)o2)c1,-3%,19%,-6%,3%,-10%,15%,1%,-35%,11%,0%,?
Fc1ccc(-c2csc(-c3ccc(C4SCCS4)cc3)n2)cc1F,9%,?,?,-3%,.,11µM*,1%,7%,4%,11%,5%
Oc1ccc(-c2nc3ccccn3c2NCc2ccco2)cc1,-17%,?,23%,21%,14%,?,-8%,45%,-1%,3%,?
Cc1ccc(NS(=O)(=O)c2cccc(C(=O)NNC(=O)NC3CCCCC3)c2)c(C)c1,-15%,-10%,-3%,20%,-13%,-2%,6%,-13%,-1%,-2%,4%
Cc1nc2c(C(=O)NCc3ccc4c(c3)OCO4)c[nH]n2c(=O)c1Cc1ccccc1F,0%,-5%,-1%,20%,4%,3%,.,0%,6%,0%,6%
Cc1ccc(CC2CC(=O)N(c3ncccn3)C2=O)cc1 (stereo not given),0%,-2%,-1%,-5%,3%,1%,0%,-1%,.,1%,2%
Cc1ccc(S(=O)(=O)N2CC(=NN=C(N)N)C2)cc1,0%,1%,-3%,0%,-9%,-2%,0%,-14%,19%,-8%,-3%
O=C(CCCN=C1NS(=O)(=O)c2ccccc21)Nc1ccc(Cl)cc1,.,-4%,-3%,.,.,4%,6%,-9%,.,0%,-7%
CCc1ccccc1NC(=S)Nn1cnnc1,1%,-9%,1%,-16%,-3%,-3%,.,.,-2%,-1%,2%
CN(CCC#N)Cc1cc(=O)oc2ccc3ccccc3c12,-12%,0%,-2%,-31%,.,1%,-4%,-13%,0%,0%,-3%
COc1ccc(Nc2nc(N)nc(CN3CCN(c4ccc(F)cc4)CC3)n2)cc1,1%,-10%,-7%,-1%,?,-4%,-8%,1%,5%,-9%,-4%
